CDK5 inh – inhibitors of human CDK5/p35 kinase, primary screen, biochemical, single concentration | Recombinant CDK5/p35, ADP-Glo luminescence, 60 min | actives 0.01% (n = 330,000) | inhibition, % at 10 µM;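 active means highest replicate inhibition of at least 50% and at least 75% of replicates reaching 50%; inconclusive means only one of the two criteria met; inactive means both criteria failed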;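 further: plate controls were DMSO neutral control for no effect and GW8510 at 10 µM for full effect; many of its hits are not listed in these tables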
NSD2 HMT inh – NSD2 histone methyltransferase inhibitors, primary screen, biochemical, AlphaScreen, single concentration, set 2; Histone-lysine N-methyltransferase NSD2 (Homo sapiens), O96028; NSD2 peptide methylation, 120 min; inhibition, % at 12.5 µM; actives 0.54% (n = 310,000); in the data active means inhibition above about 50%
V-ATPase pHluor – regulators of yeast V-ATPase proton pumping, primary screen, pHLuorin cytosolic pH fluorescence; S. cerevisiae; response, % at 10 µM; actives 0.37% (n = 350,000); in the data active means response mostly above about 7.3%, no sharp cut-off; inactive means mostly below about 5.4%; further: actives read high; inactives centre near 0; some compounds called inactive have numbers as strong as hits; reference of the scale not given here
dFosB act – activators of delta FosB homodimer, primary screen, biochemical, fluorescence polarization, TAMRA-CDK5 oligo, single point; activation, % at 25 µM; actives 0.99% (n = 340,000); purified delta FosB; percent of positive-control signal above neutral wells; AID 493131, 2011; Protein FosB (Mus musculus), P13346;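 active means mean activation above about 17%, with every replicate also reaching it, limit read from the data, passing the limit was not always enough; inconclusive means only one of the two conditions met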;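 further: fluorescence polarization rise as delta FosB binds a TAMRA Cdk5 AP-1 oligo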
Wnt bcat act – Wnt/beta-catenin pathway activators, primary screen, cell-based, plate reader, single point | actives 1.2% (n = 300,000) | activation, % at 9.35 µM | Wnt/beta-catenin reporter cell assay, activator; in the data active means activation above about 30%, passing the limit was not always enough; inconclusive means no clear call, values can overlap the other calls;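 further: 0% = neutral control wells and 100% = positive control wells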
PvdQ acylase – P. aeruginosa PvdQ acylase inhibitors, primary screen, biochemical, fluorescence, plate reader and imaging, single point. PvdQ acylase [Pseudomonas aeruginosa LESB58]. purified PvdQ acylase. inhibition, % at 10 µM. actives 0.063% (n = 340,000). AID 488965, 2010; in the data active means inhibition above about 30%, passing the limit was not always enough; inconclusive means no clear call, values can overlap the other calls;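 further: 0% = vehicle neutral wells and 100% = reference inhibitor wells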
HTR5A ag ctr – HTR5A agonists in luminescence cell assay, primary screen, counter-screen for OPRM1-OPRD1 heterodimer agonist project, full-deck HTS; cell-based; activation, % at 9.3 µM; actives 0.61% (n = 340,000); AID 504692, 2011; in the data active means activation mostly above about 9.5%, no sharp cut-off; inactive means mostly below about 7.6%;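 further: 0% = cells with vehicle only and 100% = reference agonist; strong numbers were not always called active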
Target sequence (P47898 whole entry, looked up): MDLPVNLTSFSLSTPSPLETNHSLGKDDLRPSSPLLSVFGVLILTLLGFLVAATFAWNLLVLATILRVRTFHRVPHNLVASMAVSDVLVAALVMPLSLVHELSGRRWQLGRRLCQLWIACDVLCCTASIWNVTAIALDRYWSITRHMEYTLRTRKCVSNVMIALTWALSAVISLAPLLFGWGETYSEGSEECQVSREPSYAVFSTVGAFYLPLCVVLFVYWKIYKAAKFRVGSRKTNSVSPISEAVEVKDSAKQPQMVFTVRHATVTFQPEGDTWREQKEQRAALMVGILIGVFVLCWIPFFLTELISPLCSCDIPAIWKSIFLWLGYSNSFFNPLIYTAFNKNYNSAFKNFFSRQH
SR-BI HDL uptake – inhibitors of SR-BI mediated HDL lipid uptake, primary screen, ldlA[mSR-BI] cells, fluorescence, single point | Scavenger receptor class B member 1 (Mus musculus), Q61009 | ldlA[mSR-BI] CHO cells, DiI-HDL uptake fluorescence, 3 h | inhibition, % at 12.5 µM | actives 0.96% (n = 320,000) | AID 488896, 2010;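 active means mean replicate inhibition of at least 70% and a set share of replicates each scoring 70 or more; inconclusive means meets just one of the two criteria; inactive means fails both criteria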;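 further: 0% = median of neutral control wells and 100% = median of positive control wells; values of inactives mirror those of a sister screen read the other way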
Target sequence (Q61009 whole entry, looked up): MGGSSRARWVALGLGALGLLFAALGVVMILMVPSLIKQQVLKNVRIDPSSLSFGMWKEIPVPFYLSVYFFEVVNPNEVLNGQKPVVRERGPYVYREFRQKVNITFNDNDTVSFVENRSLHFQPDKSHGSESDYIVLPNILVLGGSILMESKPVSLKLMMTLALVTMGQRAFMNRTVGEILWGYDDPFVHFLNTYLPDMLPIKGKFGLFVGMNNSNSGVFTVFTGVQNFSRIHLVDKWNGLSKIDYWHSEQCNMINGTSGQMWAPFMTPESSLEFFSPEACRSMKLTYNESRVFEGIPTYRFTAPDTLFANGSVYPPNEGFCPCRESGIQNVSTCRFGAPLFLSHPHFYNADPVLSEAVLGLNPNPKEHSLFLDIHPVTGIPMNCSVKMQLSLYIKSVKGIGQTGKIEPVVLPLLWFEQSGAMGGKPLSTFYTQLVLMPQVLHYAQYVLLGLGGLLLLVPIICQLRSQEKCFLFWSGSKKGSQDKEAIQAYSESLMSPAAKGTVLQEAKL
HTR5A inv ag – HTR5A inverse agonists in luminescence cell assay, primary screen, counter-screen for OPRM1-OPRD1 heterodimer inverse agonist project, full-deck HTS; 5-hydroxytryptamine receptor 5A (Homo sapiens), P47898; HTR5A cell line, inverse agonism; inhibition, % at 9.3 µM; actives 0.083% (n = 340,000); AID 504634, 2011; in the data active means inhibition mostly above about 23%, no sharp cut-off; inactive means mostly below about 18%;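 further: 0% = cells with DMSO and 100% = no-cell wells with DMSO; some compounds called inactive have numbers as strong as hits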
MITF TRPM1 HTS – activators of MITF-driven TRPM1 promoter reporter, primary screen, cell-based, SK-MEL-5, luciferase, single point | SK-MEL-5 TRPM1-promoter luciferase, 24 h; % of positive control, neutral wells = 0 | actives 0.75% (n = 300,000) | activation, % at 12.5 µM;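 active means mean activation of at least 80% with every replicate also reaching 80%; inconclusive means mean reaches 80% but some replicate falls short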;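 further: 0% = neutral control wells and 100% = parthenolide positive control wells; values of inactives mirror those of a sister screen read the other way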
Active calls of the source: *; ? = inconclusive; . = not tested or not shown.

SMILES	CDK5 inh	NSD2 HMT inh	V-ATPase pHluor	dFosB act	Wnt bcat act	PvdQ acylase	HTR5A ag ctr	SR-BI HDL uptake	HTR5A inv ag	MITF TRPM1 HTS
Cc1nn(CC(=O)NC2CC2)c(C)c1S(=O)(=O)NC(C)(C)C	0.3	-0.7	1.6	1.0	-4.0	-13.6	-4.4	-16.1	15.8	-11.3
CCOC(=O)c1sc(=NC(=O)c2ccc(F)cc2)n(C)c1C	0.1	-2.8	0.1	-3.2	?	3.1	0.4	-3.5	-2.0	57.8
O=C(NCc1ccncc1)C(=O)NC1CC1	-0.3	4.9	0.5	-0.8	-1.7	-3.3	3.0	-19.5	-4.0	-10.5
COc1ccc(NC(=O)COc2ccc(C(=O)OCC(=O)N(C)C3CCS(=O)(=O)C3)cc2OC)cc1 (centres undefined)	1.0	0.1	-1.5	2.2	-1.2	7.5	1.1	16.0	-3.0	-6.4
O=C(O)CCNC(=O)/C(=C\C=C\c1ccccc1)NC(=O)c1ccccc1	0.4	-3.1	-2.7	0.7	-1.2	-3.3	-2.4	8.5	7.0	-3.5
C/C(=N\NC(=O)c1cccc(O)c1)c1ccc(NC(=O)Cc2ccccc2)cc1	-1.6	.	-0.9	-0.8	18.6	-26.0	3.7	20.0	15.7	?
COC(=O)c1ccccc1NC(=O)CSc1nc(O)cc(=O)n1C1CCCC1	-1.2	5.7	-2.5	-3.8	1.4	14.5	-0.9	-14.4	-4.1	2.1
Cc1ncsc1C(=O)N1CCCC(C(=O)c2ccc3ccccc3c2)C1 (centres undefined)	1.2	23.4	-1.5	-3.5	-1.7	10.0	2.6	-6.1	12.3	-9.8
COc1ccc(NC(=O)CN2C(=O)COc3ccc(S(=O)(=O)N4CCCCC4)cc32)c(OC)c1	1.6	0.8	-1.2	-6.2	0.4	-1.0	-0.1	-22.7	2.6	-1.1
CCOc1nc(-c2ccccc2)c2cc(Br)ccc2n1	-0.2	-1.8	-2.2	-10.4	0.7	-18.0	1.6	20.8	-6.5	-8.5
Nn1c(-c2cccc([N+](=O)[O-])c2)nc2ccccc2c1=O	-1.4	-1.2	0.7	1.3	1.5	-1.0	1.8	5.9	-7.0	-5.2
O=C1c2ccccc2C2(c3ccccc3)N1CCN2C(=O)C(Cl)(Cl)Cl (centres undefined)	1.3	0.0	-1.8	0.7	-1.5	-2.0	-3.4	-2.2	12.0	-1.2
Cc1cc(C)n2nc(SCc3nc4ccccc4[nH]3)nc2n1	-0.5	.	1.4	-6.0	-0.1	0.2	-7.6	14.9	21.1	.
COC(=O)c1[nH]c2cc(OC)ccc2c1NC(=O)CCN1CCSCC1	1.0	-0.6	1.2	0.5	-2.6	1.7	2.2	2.0	-4.4	.
O=C(Cn1cnc2ccccc21)N/N=C/c1cccc([N+](=O)[O-])c1	-1.9	-3.3	-3.5	-1.7	-1.8	-9.5	.	-0.9	.	-5.4
CN1CCN(c2ccc(NC(=O)CN3CCOCC3)cc2F)CC1	-0.7	-0.8	-0.4	-1.1	0.2	-12.5	0.4	-0.7	-1.1	-0.1
CCCCOc1ccc(C(=O)NNC(=O)C2C3C=CC(C3)C2C(=O)O)cc1 (centres undefined)	-5.9	-2.2	-1.2	-1.7	0.6	-13.9	5.5	0.1	-1.1	-6.7
FC(F)(F)c1nc(N2CCN(c3ccccc3)CC2)nc2c1CCCCC2	0.4	-1.0	-0.4	-6.4	0.3	-5.7	-2.5	65.3	5.3	-1.0
Cc1cc(C)cc(C(=O)NC(=S)Nc2ccc(Cc3ccncc3)cc2)c1	-0.7	1.4	-3.4	-1.8	-1.5	2.4	-2.0	22.2	4.7	-18.4
COc1ccc(CNC(=O)c2csc(Cc3ccc(OC)cc3)n2)cc1	-1.8	-2.1	-2.3	3.0	.	-1.4	1.7	-32.1	-9.2	12.4
CC1(C)CC(N2CCC(=O)N(C3CC(C)(C)NC(C)(C)C3)C2)CC(C)(C)N1	1.5	0.2	4.6	-10.9	0.2	-22.0	-2.4	-6.5	6.7	4.0
CCOC(=O)C1NN=C(C(=O)c2ccccc2)C1c1ccc(Cl)cc1 (centres undefined)	1.5	2.2	-2.2	-1.3	-0.6	-11.8	0.9	-28.1	9.1	15.1
O=C(COC(=O)c1cc(Cl)nc(Cl)c1)NCc1ccc2c(c1)OCO2	-1.1	4.0	2.9	-8.4	-0.6	8.9	9.1	-31.0	-25.2	-5.4
CC1=NN(c2ccccc2)C(=O)C1C(=O)c1cc([N+](=O)[O-])cc([N+](=O)[O-])c1 (centres undefined)	1.3	9.2	5.0	2.7	1.2	-3.0	-1.5	-13.5	3.8	-0.5
O=C(CCCCCn1c(=O)[nH]c2ccsc2c1=O)N1CCN(C2CCCCC2)CC1	1.0	.	-3.9	-17.0	2.6	-14.1	2.6	6.4	-7.1	5.6
CC(C)c1ccccc1NC(=O)COc1ccc(C(=O)NCCc2ccccc2)cc1	0.4	1.4	2.2	1.7	.	-9.6	5.7	33.5	21.4	-2.0
COc1cc(C(=O)Nc2cccc(-c3nncn3C)c2)cc(OC)c1OC	1.4	.	-2.6	-4.3	-0.1	15.7	-6.0	31.5	21.7	-11.0
CCC(=O)N1c2ccc(S(=O)(=O)CCC(=O)N3CCn4c3nc3ccccc34)cc2CC1C (centres undefined)	-1.6	-3.0	0.3	-6.5	12.7	0.4	.	-13.1	.	-22.0
COc1ccc(CN2CCN(C(C)C)C(CCO)C2)cc1Cn1cccn1 (centres undefined)	0.4	1.1	-4.7	-0.8	-6.7	5.2	-0.9	-8.5	-18.5	-4.9
Oc1ccccc1Oc1ncc(Br)c(N2CCOCC2)n1	1.3	0.4	-3.6	-4.4	.	-12.9	0.6	25.4	1.9	-8.4
CS(=O)(=O)Nc1ccc(C(=O)NCCSC2CCCCC2)cc1	0.9	-2.7	0.8	-2.9	4.5	-19.0	-0.4	-25.1	2.2	-4.1
N/C(=N\OC(=O)CCCOc1ccc(Cl)cc1Cl)c1ccncc1	0.8	-3.0	0.0	-10.9	-0.9	-0.3	5.1	4.7	-14.0	-0.7
O=C(c1ccc(C(=O)N2CCOCC2)nc1)N1CCOCC1	0.2	-2.3	-0.5	-0.4	9.3	-12.2	5.5	-19.4	-14.3	.
CCOc1ccc(NC(=O)CSc2ccc(-c3cccnc3)nn2)cc1	1.3	0.4	5.5	-5.2	-2.3	-7.9	11.1	-8.9	-8.9	18.5
COC(=O)c1ccc(COc2cccnc2[N+](=O)[O-])cc1	1.3	-3.5	-1.8	2.8	2.1	-1.7	-1.2	20.4	3.0	24.9
O=C(Nc1cccc(C(=O)N2CCCCC2)c1)c1ccccc1Br	0.6	1.0	3.7	-13.0	-0.1	-11.7	4.6	11.2	1.3	5.3
O=C(/C=C\c1ccco1)Nc1cc([N+](=O)[O-])ccc1F	-0.3	-1.8	-0.2	-5.9	.	2.5	3.8	-7.7	-10.2	-55.6
Cc1cc(OCC(=O)Nc2nnc(C3CC3)s2)ccc1C(C)C	0.0	-0.2	-2.1	0.3	-1.4	-15.9	-2.6	-4.8	-5.6	1.9
Cc1ccc(NC(=O)c2ccc(S(=O)(=O)NCc3ccco3)cc2)nc1	0.3	0.6	0.1	15.1	16.1	-9.1	0.5	3.7	-1.2	14.6
Cc1ccc(-c2c[n+](CC(=O)OCc3ccccc3)c3n2CCC3)cc1	-4.9	-1.7	0.5	-0.4	-1.0	-9.7	5.0	12.1	1.1	-1.1
CC(C)CNC(=O)/C=C/C(=O)O	-1.7	0.1	3.6	4.7	-2.7	-9.0	-1.1	-7.1	-1.1	2.3
CCNC(=S)Nc1ccc2c(c1)oc1ccccc12	0.4	-3.2	-5.6	5.9	38.4*	6.1	0.2	12.7	-46.6	?
OC1(C2(O)CC(c3ccccc3)ON2)CCCCC1 (centres undefined)	-0.7	-2.7	-2.0	0.2	-3.0	-1.4	0.3	4.8	-0.7	3.2
CC(C)N(C(=O)[C@H]1CC(CC(=O)NCCC2=CCCCC2)C(=O)N2CCc3c([nH]c4ccccc34)[C@]12C)C(C)C (some centres undefined)	0.8	.	1.8	-11.9	-3.0	-6.0	-1.3	11.8	4.6	-19.5
Cc1c(Cl)cccc1NC(=O)CSc1nc(=O)n(CCCN2CCOCC2)c2c1CCC2	0.9	3.7	1.1	3.6	-3.4	5.0	1.5	6.4	-4.1	18.1
CCc1nnc(NC(=O)c2cccc(S(=O)(=O)N(C)c3ccc(OC)cc3)c2)s1	1.6	-1.8	3.9	-6.5	-0.7	-0.1	6.0	-1.1	5.4	4.2
Cc1ccccc1C(=O)N1CCC(C(=O)Nc2cc(C(F)(F)F)ccc2N2CCCC2)CC1	-1.0	-2.7	0.5	-22.0	1.7	-5.9	3.3	8.9	16.9	-6.7
C=CCNC(=S)N(Cc1ccccc1)Cc1ccc(F)cc1	1.3	-1.0	-1.3	-0.1	0.0	4.0	3.1	-2.7	-8.3	1.7
CN(C)CCCN(Cc1cc2cc3c(cc2[nH]c1=O)OCO3)C(=S)Nc1ccccc1	1.7	12.1	0.8	7.5	-2.2	-5.5	-1.6	1.2	4.1	4.3
CCCCn1c(N)c(N(CCC(C)C)C(=O)COC(=O)c2ccccc2)c(=O)[nH]c1=O	-0.2	6.9	1.4	-12.2	-1.0	-1.2	1.4	-4.2	-3.4	-8.7
(more compounds)
SMILES	CDK5 inh	NSD2 HMT inh	V-ATPase pHluor	dFosB act	Wnt bcat act	PvdQ acylase	HTR5A ag ctr	SR-BI HDL uptake	HTR5A inv ag	MITF TRPM1 HTS
COc1ccc(CN(C)CC(=O)Nc2ccccc2C(F)(F)F)c(OC)c1	1.2	-3.8	-2.4	2.7	.	-14.6	-0.4	-19.0	1.4	3.4
CC(=O)N1CCN(C(=S)NC(=O)c2c(-c3ccccc3Cl)noc2C)CC1	-0.6	-3.7	-1.5	4.9	2.4	-3.1	-1.4	4.6	14.8	15.9
CCSc1nnc(N(CCC#N)CCC#N)s1	-1.1	-0.5	2.4	-8.2	.	-12.8	1.1	-23.5	-2.9	-8.7
O=C(CSc1nnc(COc2cccc3ccccc23)o1)N1CCN(C(=O)c2ccco2)CC1	-0.9	-0.2	2.5	-6.9	.	5.1	-3.0	41.8	10.3	-12.4
Cc1cc(C)cc(N2C(=O)c3nccnc3C2=O)c1	1.5	-2.8	4.7	-6.3	-0.5	-3.0	-0.3	-21.5	11.2	2.6
Cc1ccc(OCCNC(=O)C2CC(=O)N(c3ccc(C)cc3)C2)cc1 (centres undefined)	-4.1	2.5	-6.0	-3.2	-3.1	-11.3	3.6	11.2	-8.0	4.4

Screening results deposited in PubChem by several laboratories.
